Screening results deposited in PubChem by several laboratories.
TNF necrop inh = blocks TNF-alpha induced death of Jurkat FADD-/- cells | 220,000 compounds, 0.068% hits | Jurkat FADD-/- TNF necroptosis rescue, ATP luminescence, 24 h; 0 = TNF only, 100 = no-TNF cells | activation (protection from cell death), % at 10 µM;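 active = activation, meaning protection from cell death, of at least 50% relative to plate controls; inactive = activation below 50%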;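 also: necroptosis triggered by 40 ng/mL TNF-alpha added together with compound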
TbHK1 inh = blocks Trypanosoma brucei hexokinase 1 activity; recombinant TbHK1, G6PDH-coupled NADH A340; inhibition, % at 10 µM; 220,000 compounds, 0.11% hits;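 active = inhibition of 50% or more in the single-dose primary screen; inactive = inhibition below 50%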
EP2 antag = blocks the human prostaglandin E2 receptor EP2. inhibition, % at 25 µM. C6 glioma cells expressing human EP2, cAMP TR-FRET; cells stimulated with saturating PGE2. AID 1422. P43116. 260,000 compounds, 0.52% hits;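 active = percent inhibition above 40 after rounding to a whole number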;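 also: rat C6 glioma host cells with rolipram phosphodiesterase inhibitor present; the protocol text gives 20 µM as final concentration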
Target sequence (P43116 whole entry, looked up): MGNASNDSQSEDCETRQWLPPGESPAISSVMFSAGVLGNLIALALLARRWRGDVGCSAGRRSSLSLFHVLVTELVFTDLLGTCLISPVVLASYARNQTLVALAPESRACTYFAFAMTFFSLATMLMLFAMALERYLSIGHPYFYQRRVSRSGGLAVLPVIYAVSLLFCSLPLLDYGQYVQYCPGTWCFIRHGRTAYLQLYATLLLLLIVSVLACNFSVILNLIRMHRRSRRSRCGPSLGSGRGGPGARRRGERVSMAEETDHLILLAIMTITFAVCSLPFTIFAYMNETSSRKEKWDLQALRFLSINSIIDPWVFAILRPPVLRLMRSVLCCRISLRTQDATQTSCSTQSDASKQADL
FXIIa inh 1536 = factor XIIa (human) inhibition; P00748; purified FXIIa, Boc-QGR-AMC fluorogenic substrate, 2 h; inhibition, % at 5 µM; 220,000 compounds, 0.3% hits; AID 800; in the data active = inhibition above about 40%;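 also: 0% = enzyme with no compound and 100% = blank without enzyme; many of its hits are not listed in these tables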
Target sequence (P00748 20-372 limits assumed): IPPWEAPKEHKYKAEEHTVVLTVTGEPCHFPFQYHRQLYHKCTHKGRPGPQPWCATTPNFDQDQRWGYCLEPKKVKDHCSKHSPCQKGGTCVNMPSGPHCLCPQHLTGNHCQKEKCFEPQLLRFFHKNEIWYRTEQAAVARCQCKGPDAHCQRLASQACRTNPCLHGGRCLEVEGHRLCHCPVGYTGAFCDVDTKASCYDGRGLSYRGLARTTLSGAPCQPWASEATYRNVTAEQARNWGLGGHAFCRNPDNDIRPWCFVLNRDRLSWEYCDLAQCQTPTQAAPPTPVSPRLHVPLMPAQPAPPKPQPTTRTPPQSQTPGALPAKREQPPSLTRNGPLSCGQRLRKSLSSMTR
Target sequence (P00748 373-615 limits assumed): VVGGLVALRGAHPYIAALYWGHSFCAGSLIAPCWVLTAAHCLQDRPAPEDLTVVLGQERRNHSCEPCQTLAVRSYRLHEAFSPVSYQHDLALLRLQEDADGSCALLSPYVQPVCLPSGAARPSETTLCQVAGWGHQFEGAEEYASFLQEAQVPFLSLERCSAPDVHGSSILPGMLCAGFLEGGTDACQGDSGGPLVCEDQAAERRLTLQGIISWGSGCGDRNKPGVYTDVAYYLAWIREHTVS
CHOP inhibitor = blocks CHOP induction under ER stress | CHO-K1 CHOP-promoter luciferase, tunicamycin-induced, 15-18 h | inhibition, % at 10 µM | 220,000 compounds, 3.8% hits;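 active = compounds that reduced the stress-induced luciferase reporter signal by more than about 70% of percent inhibition, limit read from the data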;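 also: 0% = tunicamycin plus vehicle and 100% = wells without tunicamycin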
Wee1 degr inh = blocks degradation of human Wee1 kinase; 220,000 compounds, 1.2% hits; HeLa Luc-Wee1K328M stability, luciferase luminescence; 100% = proteasome inhibitor MG132 effect; reporter increase, % at 5 µM; AID 1321;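 active = activation above the mean of all tested compounds plus 3 SD, set per screening run, cut at about 8.8% in these data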;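 also: cells exposed to compound for 20 h before luminescence read; 0% = DMSO alone and 100% = MG132 at 30 µM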
PPC-1+TRAIL kill = compounds killing PPC-1 cancer cells with TRAIL present (potentiator screen, no TRAIL-free arm). PPC-1 cells + TRAIL, ATPLite viability luminescence. cell killing (% activity), % at 4 µM. 220,000 compounds, 0.41% hits. AID 1443;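 active = cell killing above 50% in the first pass at 4 µM, then a duplicate retest at 5 µM averaging 50% or more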;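 also: plate controls were cells with TRAIL plus DMSO for no effect and medium-only wells lacking cells for full effect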
zVAD death inh = blocks zVAD induced death of L929 cells | AID 1377 | L929 zVAD necroptosis rescue, ATP luminescence, 24 h; with zVAD 60 µM | 220,000 compounds, 0.38% hits | viability rescue, % at 10 µM;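 active = activation, scaled between plate controls, above about 75%, limit read from the data; inactive = activation under that limit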;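 also: 0% = zVAD with DMSO and 100% = DMSO alone without zVAD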
FXIa inh = inhibitors of human coagulation factor XIa; 220,000 compounds, 0.14% hits; inhibition, % at 5 µM; P03951; purified FXIa, Boc-Glu-Ala-Arg-AMC fluorogenic substrate;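 active = inhibition of at least 40%; inactive = inhibition below 40%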;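 also: fluorescence of freed AMC excited at 355 nm; 0% = enzyme without compound and 100% = no enzyme blank; many of its hits are not listed in these tables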
* = called active by the depositor; . = not tested or not shown; & = joins results of further samples.

SMILES	TNF necrop inh	TbHK1 inh	EP2 antag	FXIIa inh 1536	CHOP inhibitor	Wee1 degr inh	PPC-1+TRAIL kill	zVAD death inh	FXIa inh
CC(=O)Oc1ccc(/C=N/NC(=O)C2CCCN2S(=O)(=O)c2ccc(Cl)cc2)cc1 (stereo not given)	-2.2	1.8	17.3	9.8	-18.6	-0.3	14.1	-0.5	2.5
CC(C)C(NC(=O)OCc1ccccc1)C(=O)OCC(=O)N1CCCCC1 (stereo not given)	-2.6	2.7	12.6	-3.6	1.4	2.9	-3.6	-0.4	-3.2
CC(O)CN1C(=O)C(CC(=O)Nc2ccc(Cl)cc2)SC1=Nc1ccccc1 (stereo not given)	2.3	-5.3	7.1	16.4	61.7	8.3	-4.5	2.5	3.9
O=C(NCc1ccccc1)c1csc(-c2cccnc2)n1	10.1	-2.6	4.3	8.3	28.6	0.3	-4.6	3.3	1.0
CCC(C)n1c(SCC(=O)Nc2ccccc2C(F)(F)F)nc2ccsc2c1=O (stereo not given)	0.1	-0.3	-0.4	-21.1	44.9	1.2	0.5	-0.1	-8.8
FC(F)(F)c1nc2cc3nc4ccccc4[nH]c3cc2n1	-2.2	-8.1	11.7	2.9	-9.3	5.1	22.6	0.4	-1.8
CCOc1ccc(NC(=O)CN(C)S(=O)(=O)c2cccs2)cc1	-0.7	-4.9	9.2	7.7	17.4	3.4	19.4	-0.3	-3.8
CCCOc1ccc([N+](=O)[O-])cc1C1NC(=S)NC(c2ccccc2)=C1C(=O)OCC (stereo not given)	-4.3	1.4	15.3	-2.6	50.3	-0.1	-13.2	-0.4	1.9
C/C(Cc1ccccc1)=N\NC(=O)CCCCCC(=O)N/N=C(\C)Cc1ccccc1	-0.8	3.1	10.7	11.4	-15.5	0.0	-3.3	-0.4	1.8
COc1ccc(-n2nc(C(=O)NCC(=O)NCc3ccco3)c3ccccc3c2=O)cc1Cl	-3.9	2.2	6.5	18.5	-3.1	-3.4	-17.4	-0.1	17.2
Cc1ccc(NC(=O)Cn2c(=O)n(CCCCC(=O)NCc3ccco3)c(=O)c3ccccc32)cc1	0.9	-3.2	13.1	8.9	12.6	-1.5	6.0	-0.3	-5.2
CC1(C)CC(=O)C=C(NCCN2CCN(C(=O)Nc3ccc(Cl)c(Cl)c3)CC2)C1	0.0	3.3	7.7	5.7	59.0	-1.4	5.6	-0.3	5.5
COc1ccc(NS(=O)(=O)c2ccc(NS(=O)(=O)c3ccc(C)cc3)cc2)nn1	0.7	-4.1	13.1	1.7	-3.6	-4.6	-2.9	2.7	-0.3
Cc1onc(-c2c(Cl)cccc2Cl)c1C(=O)c1ccc(F)cc1	2.0	-1.0	3.5	6.4	-5.4	-0.4	-1.8	-0.3	2.4
Nc1cccc(C(=O)OCC(=O)NC2CCCc3ccccc32)c1 (stereo not given)	-0.1	-0.6	9.5	10.0	10.9	0.9	-12.0	1.8	1.7
CC(C)(C)c1nc(SCC(=O)NCc2cccs2)c2ccccc2n1	-0.8	-3.4	10.2	5.3	-10.7	1.2	.	2.7	-2.6
COc1ccc(S(=O)(=O)N(C)CC(=O)NCc2cccnc2)cc1OC	-0.6	-8.4	-4.4	-6.2	2.7	-2.0	11.8	0.6	-9.2
CCc1ccc2c(c1)cc(CN(C(=S)Nc1ccc(Cl)cc1)C1CC1)c1nnnn12	-4.4	-3.6	20.0	14.2	2.3	-1.2	28.3	0.5	0.9
Cc1ccc(Oc2ncccc2C(=O)NCC(=O)O)cc1	1.1	-7.3	16.5	3.3	6.7	-0.2	1.1	0.5	0.7
COc1ccc(C2=NN(CCC(=O)NCc3cccs3)C(=O)CC2)cc1	0.0	3.2	10.3	16.7	7.8	-1.6	2.6	-1.4	8.7

Three compounds from above, ordered by the value under CHOP inhibitor, low to high:
Compound | CHOP inhibitor
Cc1onc(-c2c(Cl)cccc2Cl)c1C(=O)c1ccc(F)cc1 | -5.4
COc1ccc(-n2nc(C(=O)NCC(=O)NCc3ccco3)c3ccccc3c2=O)cc1Cl | -3.1
COc1ccc(S(=O)(=O)N(C)CC(=O)NCc2cccnc2)cc1OC | 2.7

Back to the main list with the 2 entries that preceded the break.
SMILES	TNF necrop inh	TbHK1 inh	EP2 antag	FXIIa inh 1536	CHOP inhibitor	Wee1 degr inh	PPC-1+TRAIL kill	zVAD death inh	FXIa inh
Cc1ccc(Oc2ncccc2C(=O)NCC(=O)O)cc1	1.1	-7.3	16.5	3.3	6.7	-0.2	1.1	0.5	0.7
COc1ccc(C2=NN(CCC(=O)NCc3cccs3)C(=O)CC2)cc1	0.0	3.2	10.3	16.7	7.8	-1.6	2.6	-1.4	8.7
Cn1cnc([N+](=O)[O-])c1Oc1cccc(O)c1	3.4	-4.3	7.4	4.3	27.1	-2.1	15.1	0.1	3.8
Cc1ccc(C(=O)NCC(=O)Nc2cccc(S(=O)(=O)NC3=NCCCCC3)c2)cc1C	1.1	-2.2	6.7	1.0	-1.8	0.1	-13.1	1.4	-5.9
O=C(Nc1ccccc1-c1ccccc1)C1CCC1	0.8	1.2	8.2	9.7	55.6	-2.5	12.3	3.8	-3.7
Cc1cc(Cl)ccc1NC(=O)COC(=O)c1nc2nccc(C)n2n1	1.4	-2.2	11.4	10.2	3.7	1.8	2.0	2.1	-8.1
NC(=O)c1ccccc1NS(=O)(=O)c1ccc2c(c1)OCCO2	-1.6	-2.4	-0.6	3.6	-4.3	-1.4	15.0	-0.2	-4.2
O=C(CSCc1c(F)cccc1Cl)NCC1CCCO1 (stereo not given)	-0.8	3.4	-2.7	1.6	26.1	0.3	29.0	0.6	-4.5
COc1ccc(C(=O)N2CCn3c2nc2ccccc23)cc1	-3.0	2.4	-0.7	2.6	3.7	-1.7	.	0.2	-3.6
O=C(CN1C(=O)c2ccccc2C1=O)NCCOc1ccccc1	3.4	-5.5	19.0	1.6	13.4	2.2	6.6	0.7	-3.9
Cc1ccc(N(CC(=O)O)S(C)(=O)=O)cc1	0.5	-3.1	8.1	3.2	12.2	-3.3	19.0	5.5	-1.9
CC(C)(C)C(=O)/C=C(\N)c1ccncc1	-5.7	-23.6	15.9	10.2	-17.4	3.3	7.4	0.1	5.5
COc1cc(OC)c(OC)cc1/C=N/NC(=O)C[n+]1ccccc1	1.0	-58.2	6.1	-0.7	6.4	-1.9	5.7	0.9	-5.8
Cc1cc([N+](=O)[O-])nn1CCCC(=O)NCc1ccc(F)cc1	2.0	0.3	3.5	12.5	-9.2	2.8	18.7	0.7	-1.2
CCN=C1Cn2c(nc3scc(-c4ccccc4)c3c2=O)CN1CC	1.5	-0.6	6.7	12.0	-9.3	-1.2	-12.2	1.0	1.0
C=CCOc1cccc(C2C(C(=O)c3ccc(C)o3)=C(O)C(=O)N2Cc2ccncc2)c1 (stereo not given)	-12.5	-10.1	16.9&15.5	13.6	17.5	3.3	20.5	0.8	8.0
CN(C)C(=S)SCC(=O)NC(=O)NC(C)(C)C	7.7	-4.7	8.5	8.2	-5.8	-1.0	-9.2	56.6	2.0
CC(=O)Nc1ccc(NC(=O)C(C)OC(=O)CCc2nc3ccccc3s2)cc1 (stereo not given)	-0.3	-0.5	4.4	5.9	10.9	-2.0	31.6	3.6	14.5
Cc1[nH]c2ccccc2c1C(=O)COC(=O)c1c(-c2ccccc2Cl)noc1C	-3.4	-7.9	10.9	-0.1	66.0	-0.5	-6.0	0.0	-10.6
CC(C)(C)c1ccc(NC(=O)NC2CCCc3ccccc32)cc1 (stereo not given)	-8.0	0.9	8.9	1.9	17.6	0.1	-3.4	13.1	-0.3
O=[N+]([O-])c1ccc(SCCc2ccncc2)cc1	3.7&3.6	-17.7&-29.7	10.9&2.6	0.1&6.9	9.0&-6.7	4.6&0.3	-4.9&-3.4	0.7&-0.1	8.3&-1.4
C/C(=N/NC(=O)CNC(=O)c1cccnc1)c1ccco1	0.1	0.6	14.2	12.8	-9.7	-0.9	3.7	-0.8	16.2
COCCCn1c(=S)[nH]c2c(sc3ccccc32)c1=O	-0.3	-4.8	8.3	-11.2	-21.7	2.7	15.3	0.7	-4.1
COc1cc(NC2c3ccccc3C(=O)N2Cc2ccc3c(c2)OCO3)cc(OC)c1OC (stereo not given)	0.6	-5.0	10.3	11.6	12.7	-3.4	-3.8	-0.5	2.2
O=C(Nc1nnc(CCc2ccccc2)s1)C1CCCO1 (stereo not given)	-0.6	-2.1	7.6	6.9	25.0	0.3	-24.5	-0.1	-6.3
Cc1ccc(Cl)cc1N1CCN(Cc2nc3c(c(=O)[nH]c(=O)n3C)n2CCc2ccccc2)CC1	0.8	-6.5	10.4	12.2	24.5	1.6	0.3	0.1	1.1
COc1ccc(NC(=O)CCN2CCCCCC2)c(OC)c1	-2.7	-6.0	8.9	14.3	-11.7	1.0	6.9	-0.2	2.9
CC(=O)Oc1cccc(N2C(=O)C3C(C2=O)C2C=CC3C23CC3)c1 (stereo not given)	-1.2	2.5	4.4	12.1	29.2	-1.3	5.0	-0.1	-14.1
Cc1ccc(OCC(=O)Nc2ccc([N+](=O)[O-])cc2)cc1	5.4	-9.0	14.3	1.1	-22.4	-1.9	17.5	0.8	-4.5
CCN(CC(=O)Nc1ccc2c(c1)OC(F)(F)O2)Cc1nc2ccccc2c(=O)[nH]1	2.9	-2.3	11.1	15.0	35.7	-0.4	2.1	0.1	3.4
CCN1/C(=C\C=C2\C(=O)N(c3ccccc3)C(=S)N2C)Sc2ccccc21	-5.3	-0.6	8.1	0.2	22.2	0.8	1.8	0.9	-8.1
CCC(=O)N1CCc2cc(Br)cc(S(=O)(=O)CCC(=O)NCc3ccco3)c21	-2.4	6.1	5.4	-7.3	-32.5	-1.0	0.7	-0.1	-6.4
COc1cc(C)nn1-c1ccc(Cl)cc1	4.9	-5.9	11.1	5.9	2.6	1.2	10.4	3.1	0.6
O=C(NCc1cn2ccsc2n1)c1cccs1	0.2	0.8	10.1	14.2	17.7	-2.6	-40.5	0.9	6.0
CC(=O)Oc1ccc(-c2nc(-c3cccnc3)no2)cc1	-2.4	-7.8	5.2	2.4	13.8	0.9	23.9	0.0	1.6
CCN(CC)S(=O)(=O)N1CCC(C(=O)NC(C)CCc2ccccc2)CC1 (stereo not given)	1.0	32.3	0.9	7.3	14.2	-0.2	2.9	0.2	0.0
COC(=O)c1ccc(C(=O)OC)c(NC(=O)CSCc2ccc(Cl)cc2)c1	-3.1	-2.5	6.1	-2.9	34.0	-1.3	-6.0	0.3	-9.2
CCCSc1nc(C)c(CC(=O)OCC)c(=O)[nH]1	0.3	-2.0	19.0	12.6	-0.9	0.8	8.4	0.8	0.7
COc1ccccc1N1CCN(C(c2cccs2)C(C)NC(=O)c2ccncc2)CC1 (stereo not given)	1.7	4.9	3.4	11.2	6.0	-1.8	18.5	-0.4	1.0
CCOC(=O)c1nn(-c2ccccc2C)c2nc(CC(C)C)c(C#N)c(=O)n12	-1.6	-0.5	11.1	13.9	19.2	0.0	17.0	-0.2	9.7
Cc1cc(=O)[nH]c(SCC(=O)NCCC2=CCCCC2)n1	1.2	-3.1	7.5	-3.2	-40.3	4.4	23.7	1.6	-1.5
COc1cccc(CSc2ccc(S(=O)(=O)N3CCOCC3)cc2C(=O)NCC2CCCO2)c1OC (stereo not given)	2.6	-9.7	7.0	4.6	-6.6	2.4	11.9	-1.5	-2.1
COc1ccc(NC(=O)N(Cc2cc3cc(OC)c(OC)cc3[nH]c2=O)CC2CCCO2)cc1 (stereo not given)	2.0	-9.5	3.1&6.2	4.2	0.6	-2.1	12.8	5.8	-1.1
C=CCN(C(=O)c1csnn1)C(C(=O)NC(C)(C)C)c1ccncc1 (stereo not given)	0.1	3.3	4.6	9.2	-16.0	-2.2	0.5	4.0	-2.4

Some of the compounds tested; rates above refer to the full screens.
